Giardia FBPA inh – qHTS Assay for Inhibitors of Fructose-1,6-bisphosphate Aldolase from Giardia Lamblia; Potency, µM (titrated, usually from 59.6 µM), for the others: top-dose activity, negative = inhibition, usual class: inhibitors; purified Giardia FBPA; 0.71% of 290,000 active; AID 2451, 2010; A8B2U2; note: potency is the fitted concentration of half-maximal effect; nearly all actives have a fitted effect of over 55% in size
Target sequence (A8B2U2 whole entry, looked up): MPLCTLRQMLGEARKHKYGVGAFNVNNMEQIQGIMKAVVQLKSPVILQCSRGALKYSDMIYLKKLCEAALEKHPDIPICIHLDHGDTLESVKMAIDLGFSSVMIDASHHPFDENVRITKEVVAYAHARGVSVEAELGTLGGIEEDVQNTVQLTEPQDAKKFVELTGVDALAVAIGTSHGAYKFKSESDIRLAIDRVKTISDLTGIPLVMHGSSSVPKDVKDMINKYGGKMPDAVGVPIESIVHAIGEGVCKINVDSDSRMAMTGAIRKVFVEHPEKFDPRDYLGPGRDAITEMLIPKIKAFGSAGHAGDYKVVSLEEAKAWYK
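40 nM FBPA preincubated 10 min at RT with compound (up to 57.5 uM final), then substrate plus GAPDH/TPI/NAD/arsenate coupling and diaphorase/resazurin added. Fluorescence read after 20 min at RT, 525/598 nm.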
AmpC detergent – qHTS Inhibitors of AmpC Beta-Lactamase (assay with detergent). AID 485294, 2010. Potency, µM (titrated, usually from 114 µM), inactives show top-dose activity change, negative = inhibition, hits mostly inhibitors. AmpC hydrolysis of nitrocefin, absorbance 480 nm, 0.01% Triton. P00811. 0.041% of 370,000 active;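 note: potency is the fitted concentration of half-maximal effect; 0% = no-compound wells and -100% = no-enzyme wells; nearly all actives have a fitted effect of over 25% in size; some results filed as inactive show a strong effect at the top dose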
Target sequence (P00811 whole entry, looked up): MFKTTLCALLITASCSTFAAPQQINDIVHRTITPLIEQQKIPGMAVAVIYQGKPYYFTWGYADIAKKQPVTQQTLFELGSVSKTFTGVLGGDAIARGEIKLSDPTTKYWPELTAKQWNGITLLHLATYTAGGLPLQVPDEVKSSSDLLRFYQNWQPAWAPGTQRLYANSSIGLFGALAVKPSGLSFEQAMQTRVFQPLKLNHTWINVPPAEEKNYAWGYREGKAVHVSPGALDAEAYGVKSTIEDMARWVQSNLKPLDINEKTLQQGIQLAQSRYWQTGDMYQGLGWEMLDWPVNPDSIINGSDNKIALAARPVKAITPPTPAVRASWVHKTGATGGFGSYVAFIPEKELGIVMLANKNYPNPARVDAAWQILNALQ
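20 mM phosphate pH 7.0 + 0.01% (detergent screen) or 0.0001% Triton X-100; 5.3 nM AmpC reagent; cpd preinc 15 min RT; nitrocefin (800 uM stock) to start; A480 q20 s × 4 min; Activity was normalised to no-enzyme and no-compound control wells.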
AmpC no deterg – qHTS Inhibitors of AmpC Beta-Lactamase (assay without detergent) | P00811 | AmpC nitrocefin hydrolysis, absorbance 480 nm, 0.0001% Triton | Potency, µM (highest dose often 57.1 µM), inactives show top-dose activity change, negative = inhibition, hits mostly inhibitors | 0.52% of 330,000 active | AID 485341, 2010;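 note: potency is the fitted concentration of half-maximal effect; plate controls were no compound for no effect and no enzyme for full effect; nearly all actives have a fitted effect of over 20% in size; some results filed as inactive show a strong effect at the top dose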
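AmpC (5.3 nM in the dispensed reagent) in 20 mM phosphate pH 7.0 with 0.01% (detergent screen) or 0.0001% Triton X-100 was preincubated with compounds for 15 min at room temperature. Nitrocefin was then added from an 800 uM solution, and hydrolysis was followed at 480 nm.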
HCMV antiviral – qHTS Assay for inhibitors of the human cytomegalovirus (HCMV); activity change, negative = inhibition, % at 57.5 µM; 4.5% of 410,000 active; HFF cells, HCMV-luciferase reporter, 72 h; stronger effect = lower value; in the data active = activity change below about -60%; inconclusive = no clear call, values can overlap the other calls; inactive = above about -39%
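Steps: HFFs plated, 16 h 37C; compounds added; HCMV-luciferase added to MOI 1 PFU/cell; 72 h 37C; OneGlo reagent, 5 min room temperature; luminescence read, normalized to controls.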
HCV inhibitor – qHTS Assay for Inhibitors of Hepatitis C Virus (HCV) | Huh7.5.1 HCVcc-Cre infection, luciferase reporter, 44 h | Potency, µM (doses to about 41.8 µM), for the others: at the highest dose activity change, negative = inhibition, most hits filed as inhibitors | 3.4% of 340,000 active | AID 651820, 2012; note: potency is the fitted concentration of half-maximal effect
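1,000 cells/well; 4 h culture; + compound; + HCVcc-Cre (~0.5 moi); 44 h; luciferase substrate, RT 15 min; read 15 sec.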
Sm TGR block – qHTS Assay for the Inhibitors of Schistosoma Mansoni Peroxiredoxins; Schistosoma mansoni thioredoxin glutathione reductase (TGR), Q962Y6; purified TGR, DTNB reduction, TNB absorbance 405 nm; Potency, µM (highest dose often 114 µM), for the others: at the highest dose activity change, negative = inhibition, usual class: inhibitors; 3% of 360,000 active; note: potency is the fitted concentration of half-maximal effect; nearly all actives have a fitted effect of over 60% in size
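Kinetic colorimetric format: TGR-catalysed, NADPH-driven DTNB reduction monitored via TNB absorbance. Enzyme dispensed at 20 nM; compound exposure 15 min at room temperature before reaction start.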
An asterisk follows results filed as active; ? = inconclusive; . = no result given; & = joins results of further samples; ! = not confirmed by another sample; [ ] = dose if it differs, or a comment. Unless noted, calls come from the whole dose curve; as a rule, active = well fitted curve in the direction sought with a large enough effect; inconclusive = small, poorly fitted or top-dose-only effect, or another doubt; inactive = no such curve, though single readings can be large; an effect the other way counts as inactive or inconclusive. Unless noted, % is set by controls: 0 for no effect and ±100 for the full control effect.

molecule,Giardia FBPA inh,AmpC detergent,AmpC no deterg,Sm TGR block,HCV inhibitor,HCMV antiviral
Cc1csc(NC(=O)CSc2ncnc3c2cnn3-c2ccccc2Cl)n1,1%,0%,-24%,-4%,18µM*,.
CSCC[C@H](NC(=O)Cc1ccc(Cl)cc1)C(=O)N1CCC2(CC1)NCCc1[nH]cnc12,.,3%,-7%,-2%,15%,?
Cc1nc2ccc(C(=O)O)cc2nc1C,9%,-13%,-13%,4%,15%,22
O=C(Nc1nnc(C2CCCCC2)s1)C1CC(=O)N(c2ccc(F)cc2)C1 (configuration not stated),3%,-3%,-17%,-15%,10%,-3
C/C=N/N(c1ccccc1)c1ccccc1,0%,1%,-14%,-1%,-4%,-31
COc1ccc2[nH]cc(CCNC(=O)Nc3ccc(F)cc3)c2c1,.,19%,.,-14%,.,-18
CC(C)C(NC(=O)c1c(F)cccc1F)C(=O)N1CCN(S(=O)(=O)/C=C/c2ccccc2)CC1 (configuration not stated),.,-3%,64%[activator],1%,?,1
O=C(NCCc1ccc(Cl)cc1)C1CCN(C(=O)N2CCOc3ccccc32)CC1,2%,-15%,174%[activator],-6%,?,-10
CCC1CCCCN1CCCNC(=O)c1cn(CC)c2ccc(S(=O)(=O)N(C)C3CCCCC3)cc2c1=O (configuration not stated),.,-3%&-4%,193%[activator],6%&-8%,?,-69*!
O=C(c1ccccc1)N(Cc1cccnc1)C1(C(=O)Nc2ccccc2)CCCCC1,5%,-3%,21%,-15%,-9%,0
COc1ccc(N(C)S(=O)(=O)c2cccc(C(=O)Nc3nc(C)c(C(C)=O)s3)c2)cc1,.,2%,-21%,-8%,?,0
CCCc1cc(=O)n2c(nc3ccccc32)[nH]1,-20%,4%,-20%,-7%,-18%,54
O=C(CN1CCN(c2ccc(F)cc2)CC1)Nc1cccc(C(F)(F)F)c1,7%,-1%,70%[activator],6%,-28%,-16
O=C(Cc1ncc(C(F)(F)F)cc1Cl)NC1CC1,4%,?,-12%,-12%,-1%,-10
COc1ccccc1CNC(=O)COC(=O)c1cc(=O)[nH]c2ccccc12,.,-6%,-12%,-5%,-2%,7
O=C(CN1CCOCC1)NCCNS(=O)(=O)c1ccccc1,3%,5%,-17%,2%,.,2
CC1CN(C(=O)Nc2ccccc2)c2ccccc2-[n+]2ccsc21 (configuration not stated),4%,?,-26%,-25%,?,-39
Cc1csc(SCc2nc3sc4c(c3c(=O)[nH]2)CCC4)n1,1%,-3%,-16%,-26%,?,-32
CCC(=O)Nc1nnc(SCC(=O)Nc2ccc3c(c2)OCCO3)s1,.,15%,-22%,4%,-16%,48
Cc1cccc(N(C)S(=O)(=O)c2c(C)noc2C)c1,-4%,-11%,-6%,-8%,8%,4
COc1ccc2c(c1)[nH]c1c(N3CCN(Cc4ccc5c(c4)OCO5)CC3)ncnc12,-10%,-1%,13%,12%,?,-39
Cn1c(=O)[nH]c(=O)c2c1nc(N/N=C/c1ccncc1)n2Cc1ccc(F)cc1,-20%,-6%,-12%,-11%,13%,206
O=C(O)C1CCCN(C(=O)NCc2ccccc2)C1 (configuration not stated),5%,-15%,-10%,-5%,13%,51
COc1ccc(CNC(=O)C[C@H]2C[C@H](C(=O)N3CCOCC3)[C@@]3(C)c4[nH]c5cc(CCC(=O)N(C)C)ccc5c4CCN3C2=O)cc1OC,.,.,134%[activator],.,19%,10
O=C(c1ccc2c(c1)N(Cc1ccccc1)C(=O)c1ccccc1S2)N1CCCC1,?,10%,106%[activator],5%,-2%,13
Cc1ccc(C)c(NC(=O)CSc2nc3c(oc4ccccc43)c(=O)n2-c2ccccc2)c1,-1%,-12%,-26%,-10%,?,?
O=C(CCc1ccccc1Cl)NC1CCCN(c2ccc(C(F)(F)F)cn2)C1 (configuration not stated),7%,4%,3%,5%,-11%,-11
O=C1NC(NS(=O)(=O)c2ccccc2)(C(F)(F)F)C(=O)N1Cc1ccccc1 (configuration not stated),-9%,1%,-28%,0%,6%,5
CC(C)(C)c1ccc(/C([O-])=C(/C(=S)NCc2ccco2)[n+]2ccccc2)cc1,?,-7%,5%,56µM*,.,.
O=c1cc(N2CCN(c3cccc(Cl)c3)CC2)[nH]c(=O)n1C1CCCCC1,1%,-10%,-31%,9%,-32%,-93*
COc1ccc2[nH]c3c(c2c1)CCN1C(=O)C(CC(=O)NCCN2CCOCC2)C[C@H](C(=O)N2CCCCC2)[C@@]31CCc1ccccc1 (some centres not stated),.,.,9%,.,5%,-3
O=C(NC1CCN(Cc2ccccc2)CC1)C1CCN(S(=O)(=O)c2ccccc2)CC1,-5%,4%,11%,0%,?,-33
CN1CCN(C(c2cccnc2)c2ccc3cccnc3c2O)CC1 (configuration not stated),?,6%,7%,0.25µM*,?,.
Cc1ccc(C)c(S(=O)(=O)N2CCCOC2CNC(=O)C(=O)NC2CCCCC2)c1 (configuration not stated),.,2%,30%,-7%,12%,32
O=C(CN1C(=O)NC2(CCCCC2)C1=O)N(Cc1ccco1)Cc1cccs1,.,?,-7%,-1%,0%,-27
NNC(=O)COc1cccc2cccnc12,6%,-3%,-44%,0%,?,9
CCOc1ccc(CN(C)C(=O)c2ccc(=O)[nH]c2)cc1,-1%,-3%,-10%,-9%,9%,-2
CCCCC(=O)Nc1ccc(Br)cc1C(=O)O,-27%,-13%,-26%,14%,1%,17
Cc1ccc(C(=O)N2CCN(c3ccccn3)CC2)cc1[N+](=O)[O-],-1%,2%,2%,.,-19%,-35
CC(C)N(Cc1ccccc1)c1ncnc2c1nnn2C,.,-4%,.,0%,.,13
Cn1c(Sc2ccc(C(=O)O)cc2[N+](=O)[O-])nnc1-c1ccccc1,16%,-6%,-7%,.,?,-30
COc1ccccc1CN(C)CC(=O)Nc1cccc(S(=O)(=O)N2CCCCC2)c1,.,-18%,-1%,9%,?,-24
CCOCCCNC(=S)Nc1ccc2nc3n(c(=O)c2c1)CCCCC3,1%,-7%,-15%,?,-2%,-35
N#CC1=C2SC=C(c3ccc(Br)cc3)N2CCCC1=O,-11%,-2%,-16%,8%,11µM*,-3
Cc1csc(=O)n1CCC(=O)OCC(=O)Nc1cc(Cl)ccc1[N+](=O)[O-],.,?,9%,-10%,-6%,-21
CCCCC(CCC(=O)Nc1ccc(C(=O)OCC)cc1)C(=O)O (configuration not stated),8%,3%,-12%,4%,0%,18
CCN(CC)c1ccc(NC(=O)c2cnc3ccccn3c2=O)c(C)c1,-28%,?,-11%,-25%,-19%,-73*
CC1CCC2C(=O)N(c3ccccc3OC(=O)c3ccccc3)C(=O)C2C1 (configuration not stated),2%,-10%,-1%,2%,5%,3
COc1ccc(-n2nc3cc(C)c(NC(=O)CC(C)C)cc3n2)cc1,1%,-14%,-10%,-7%[11.4 µM],.,.
Cn1c(=O)n(Cc2ccccc2)c(=O)c2c1nc1n2CCS1,-7%,-15%,-10%,-2%,?,45

Looked up above.
Entry of CC1CCC2C(=O)N(c3ccccc3OC(=O)c3ccccc3)C(=O)C2C1 (configuration not stated) under HCMV antiviral: 3
Entry of N#CC1=C2SC=C(c3ccc(Br)cc3)N2CCCC1=O under Giardia FBPA inh: -11%
Entry of COc1ccccc1CN(C)CC(=O)Nc1cccc(S(=O)(=O)N2CCCCC2)c1 under AmpC detergent: -18%

Other results.
molecule,Giardia FBPA inh,AmpC detergent,AmpC no deterg,Sm TGR block,HCV inhibitor,HCMV antiviral
CCOC(=O)CSc1nnc(-c2cccs2)n1-c1ccccc1,10%,0%,.,4%,11%,23
Cc1cc(NC(=O)C2CCCN2C(=O)Nc2c(C)cccc2C)ccc1-n1cnnn1 (configuration not stated),0%,?,-20%,-28%,6%,41
O=C(OCc1cccc([N+](=O)[O-])c1)c1cnccn1,3%,-10%,-16%,9%,4%,-2
CCOc1ccc2oc(=O)cc(CN3CCN(C(=O)c4cccc(Cl)c4)CC3)c2c1,.,5%,.,4%,.,50
CCn1ncc(/C=N/NC(=O)c2cc(Cl)ccc2OC)c1C,5%,-10%,-27%,-10%,34%[activator],-33
C[C@H](CO)N1C[C@H](C)[C@@H](CN(C)C(=O)Nc2ccccc2)Oc2ccc(NC(=O)C3CCCCC3)cc2C1=O,.,.,140%[activator],.,2%,37
COc1ccc(-c2nn(CC(=O)Nc3ccc(Cl)c(Cl)c3)c(=O)c3ccccc23)cc1,.,0%,-30%,16%,-24%,53
CCOc1ccc(NC(=O)Cn2nnc(C(=O)NCc3ccc4c(c3)OCO4)c2N)cc1,-3%,-5%,-23%,2%,-6%,-33
O=C(O)CCC(=O)N1CCN(c2nc(-c3ccccc3)c3cc(Br)ccc3n2)CC1,9%,-12%,49%,-30%,-8%,-1
COc1ccc(C(CNC(=O)c2ccc3c(c2)OCCO3)N(C)C)cc1 (configuration not stated),-8%,6%,-12%,-17%,3%,39

Sorted by length of the SMILES (rising): part of the list above.
molecule,Giardia FBPA inh,AmpC detergent,AmpC no deterg,Sm TGR block,HCV inhibitor,HCMV antiviral
O=C(Cc1ncc(C(F)(F)F)cc1Cl)NC1CC1,4%,?,-12%,-12%,-1%,-10
CC(C)C(NC(=O)c1c(F)cccc1F)C(=O)N1CCN(S(=O)(=O)/C=C/c2ccccc2)CC1 (configuration not stated),.,-3%,64%[activator],1%,?,1
COc1ccc2[nH]c3c(c2c1)CCN1C(=O)C(CC(=O)NCCN2CCOCC2)C[C@H](C(=O)N2CCCCC2)[C@@]31CCc1ccccc1 (some centres not stated),.,.,9%,.,5%,-3

The list continues:
molecule,Giardia FBPA inh,AmpC detergent,AmpC no deterg,Sm TGR block,HCV inhibitor,HCMV antiviral
O=C(COC(=O)CN1C(=O)NC2(CCCC2)C1=O)Nc1ccc(C(F)(F)F)cc1[N+](=O)[O-],.,-1%,-13%,-1%,-1%,-20
O=C(NC1CCCCC1)C(=O)c1c(-c2ccccc2)[nH]c2ccccc12,-5%,-10%,13µM*,-12%,-18%[8.37 µM],-23
CC(=O)Nc1ccc(S(=O)(=O)N(Cc2cccnc2)Cc2cc3ccc(C)cc3[nH]c2=O)cc1,.,-6%,120%[activator],-32%,?,0
CCCN1C(=O)SC(CC(=O)Nc2cccc3ccccc23)C1=O (configuration not stated),-28%,-1%,-47%,-12%,1%,?
CCOC(=O)Cn1c(=O)oc2cc(S(=O)(=O)N3CCN(c4cccc(C)c4C)CC3)ccc21,.,3%,.,0%,.,8
COC(=O)c1cc(NC(=O)CSc2nc(C)cc(=O)[nH]2)cc(C(=O)OC)c1,-3%,0%,-10%,8%,-19%,5
COc1nc(N2CCOCC2)nc(-n2cccc2)n1,5%,-13%,-8%,-18%,0.89µM*,18

High-throughput results (PubChem)
